AmpC detergent: AmpC beta-lactamase inhibition with detergent present | AmpC hydrolysis of nitrocefin, absorbance 480 nm, 0.01% Triton | Potency, µM (doses to about 114 µM), inactives show top-dose activity change, negative = inhibition, most hits filed as inhibitors | actives 0.041% (n = 370,000);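 also: potency is read from the fitted curve at half-maximal effect; 0% = no-compound wells and -100% = no-enzyme wells; nearly all actives have a fitted effect of over 25% in size; some results filed as inactive show a strong effect at the top dose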
Target sequence (P00811 whole entry, looked up): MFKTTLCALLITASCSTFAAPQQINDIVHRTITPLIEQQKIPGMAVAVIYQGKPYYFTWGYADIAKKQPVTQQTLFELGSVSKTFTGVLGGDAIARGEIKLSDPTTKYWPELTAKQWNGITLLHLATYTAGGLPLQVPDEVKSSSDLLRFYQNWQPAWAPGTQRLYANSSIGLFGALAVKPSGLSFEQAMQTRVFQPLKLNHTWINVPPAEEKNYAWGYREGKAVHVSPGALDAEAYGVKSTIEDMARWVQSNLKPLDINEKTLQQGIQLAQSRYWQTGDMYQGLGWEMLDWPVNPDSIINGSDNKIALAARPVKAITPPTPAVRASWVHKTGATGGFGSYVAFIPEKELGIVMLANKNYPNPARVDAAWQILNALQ
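20 mM phosphate pH 7.0 + 0.01% (detergent screen) or 0.0001% Triton X-100; 5.3 nM AmpC reagent; cpd preinc 15 min RT; nitrocefin (800 uM stock) to start; A480 q20 s × 4 min; Activity was normalised to no-enzyme and no-compound control wells.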
TbPYK inhibitor: T. brucei pyruvate kinase inhibition | TbPYK enzyme, Kinase-Glo Plus ATP luminescence, 45 min | Potency, µM (doses to about 76.8 µM), inactives show at the top dose activity, negative = inhibition, actives largely listed as inhibitors | actives 0.12% (n = 410,000) | AID 624173; also: potency is read from the fitted curve at half-maximal effect; nearly all actives have a fitted effect of over 50% in size
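Assay buffer: 50 mM TEA pH 7.2, 100 mM KCl, 10 mM MgCl2, 0.05% BSA, 0.01% Tween-20. Pyruvate kinase from T. brucei plus substrate met compound, then ADP (130 uM final). Luminescence was read post 45 min RT.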
LmPK inhibitor: blocks Leishmania mexicana pyruvate kinase activity. purified LmPK, Kinase-Glo ATP luminescence, 1 h. AID 1721. Potency, µM (highest dose often 57.5 µM), without a hit: at the top dose activity change, negative = inhibition, hits mostly inhibitors. actives 0.37% (n = 290,000); also: potency is read from the fitted curve at half-maximal effect
Target sequence (Q27686 whole entry, looked up): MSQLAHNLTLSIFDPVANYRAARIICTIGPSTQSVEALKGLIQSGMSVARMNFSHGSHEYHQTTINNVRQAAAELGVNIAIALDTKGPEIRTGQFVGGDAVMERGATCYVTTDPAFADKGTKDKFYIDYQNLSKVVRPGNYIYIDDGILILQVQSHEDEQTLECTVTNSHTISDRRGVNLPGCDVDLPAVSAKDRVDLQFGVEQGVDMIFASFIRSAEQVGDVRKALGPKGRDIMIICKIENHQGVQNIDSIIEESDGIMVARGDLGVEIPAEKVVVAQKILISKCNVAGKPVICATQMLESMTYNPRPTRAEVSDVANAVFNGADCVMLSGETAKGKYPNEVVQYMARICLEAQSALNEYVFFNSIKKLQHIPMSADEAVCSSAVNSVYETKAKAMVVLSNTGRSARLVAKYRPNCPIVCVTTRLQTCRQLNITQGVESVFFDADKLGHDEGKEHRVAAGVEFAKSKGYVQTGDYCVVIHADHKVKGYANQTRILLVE
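Purified LmPK (0.1 nM) converted ADP (0.1 mM) to ATP with PEP (0.5 mM) in imidazole buffer pH 7.2 with KCl and MgCl2, 1 h at room temperature. ATP was read by Kinase-Glo luminescence; data normalized to uninhibited and no-enzyme controls.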
AMA1-RON2 inh: disrupts binding of P. falciparum AMA1 to RON2. Potency, µM (doses to about 58.2 µM), for inactives: at the highest dose activity change, negative = inhibition, usual class: inhibitors. AID 720542. AlphaScreen AMA1-biotinylated RON2 peptide binding. actives 0.2% (n = 360,000);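 also: potency is read from the fitted curve at half-maximal effect; 0% = vehicle wells and -100% = peptide control; nearly all actives have a fitted effect of over 45% in size; some results filed as inactive show a strong effect at the top dose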
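AMA1 (3D7) with his tag at 25 nM final met compounds first, then biotinylated RON2 peptide at 25 nM; detection used donor plus acceptor beads, 10 µg/mL apiece, read by AlphaScreen after 30 min at room temperature.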
HCMV antiviral: blocks human cytomegalovirus replication | HFF cells, HCMV-luciferase reporter, 72 h; stronger effect = lower value | AID 1259415 | activity change, negative = inhibition, % at 57.5 µM | actives 4.5% (n = 410,000); in the data active = activity change below about -60%; inconclusive = no clear call, values can overlap the other calls; inactive = above about -39%
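Human foreskin fibroblasts infected with luciferase-reporter HCMV at MOI 1 PFU/cell, compounds at two doses. Luciferase measured 72 h post infection; normalized to buffer-only basal and Salinomycin (10uM) controls.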
HCV inhibitor: HCV inhibition | Huh7.5.1 HCVcc-Cre infection, luciferase reporter, 44 h | Potency, µM (highest dose often 41.8 µM), inactives show at the highest dose activity change, negative = inhibition, usual class: inhibitors | actives 3.4% (n = 340,000); also: potency is read from the fitted curve at half-maximal effect
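1,000 cells/well; 4 h culture; + compound; + HCVcc-Cre (~0.5 moi); 44 h; luciferase substrate, RT 15 min; read 15 sec.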
AmpC no deterg: blocks E. coli AmpC beta-lactamase in detergent-free assay | actives 0.52% (n = 330,000) | Potency, µM (series often up to 57.1 µM), for inactives: top-dose activity change, negative = inhibition, most hits filed as inhibitors | AmpC nitrocefin hydrolysis, absorbance 480 nm, 0.0001% Triton | P00811;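 also: potency is read from the fitted curve at half-maximal effect; plate controls were no compound for no effect and no enzyme for full effect; nearly all actives have a fitted effect of over 20% in size; some results filed as inactive show a strong effect at the top dose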
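AmpC (5.3 nM in the dispensed reagent) in 20 mM phosphate pH 7.0 with 0.01% (detergent screen) or 0.0001% Triton X-100 was preincubated with compounds for 15 min at room temperature. Nitrocefin was then added from an 800 uM solution, and hydrolysis was followed at 480 nm.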
* = called active by the depositor; ? = inconclusive; . = not tested or not shown; & = joins results of further samples; [ ] = another dose, or the depositor's remark. Unless noted, calls follow the shape of the dose curve; as a rule, active = well fitted curve in the direction sought with a large enough effect; inconclusive = small, poorly fitted or top-dose-only effect, or another doubt; inactive = no such curve, though single readings can be large; an effect the other way counts as inactive or inconclusive. Unless noted, % is scaled to controls: 0 for no effect and ±100 for the full control effect.

SMILES | AmpC detergent | TbPYK inhibitor | LmPK inhibitor | AMA1-RON2 inh | HCMV antiviral | HCV inhibitor | AmpC no deterg
COc1ccc(CN2CCc3ccc(NC(=O)c4ccncc4)cc3C2)c(F)c1 | 1% | -8% | -6% | 8% | ? | ? | 77%[activator]
CC(C)NC(=O)c1onc(CSc2ccc(F)cc2)c1C(=O)O | -11% | -5% | -1% | -3% | -13 | 18% | 1%
COc1ccccc1NC(=O)C1CCCN(c2cc(C)nc3ncnn23)C1 (stereo not drawn) | -5% | -2% | -5% | 0% | 38 | -10% | -12%
CC12CCC(=O)N1C(C(=O)Nc1nc(-c3ccc(F)cc3)cs1)CS2 (stereo not drawn) | -16% | -3% | . | -1% | -25 | -56% | -21%
CCc1ccc(CSc2nc(-c3ccccc3OC)nc3c2Cc2c(CO)cnc(C)c2O3)cc1 | 23% | -3% | . | . | 30 | . | .
Cc1cc(F)ccc1C(O)c1ncc(-c2ccccc2C(F)(F)F)[nH]1 (stereo not drawn) | . | -12% | . | 17% | 51 | . | .
COc1ccccc1C(=O)NCC(c1ccc(N(C)C)cc1)N1CCc2ccccc21 (stereo not drawn) | 21% | -10% | . | . | -30 | . | .
CCCc1cc(Nc2ccccc2OCC)n2ncnc2n1 | 7% | 0% | 2% | 0% | 164 | 10% | 6%
COc1ccc(C(=O)Nc2ccccc2C(=O)NCc2cccnc2)cc1OC | 3% | 2% | 0% | 8% | -10 | 11% | -6%
COc1ccc(N2CCN(C(=O)c3ccc(CS(=O)(=O)c4ccccc4C)o3)CC2)cc1 | -6% | 4% | 0% | -1% | 2 | ? | 133%[activator]
CCc1nnc(NC(=O)Nc2ccc(Cl)cc2)s1 | 1% | 4% | -2% | -2% | -40 | -15% | -31%
Cc1oc(-c2nc3ccccc3n2C)cc1C(=O)c1ccccc1 | -2% | 32µM* | 13µM* | 9% | 16 | -4% | -12%
COc1ccc(NC(=O)C2(C)CCN2CC2CCCCC2)cc1OC (stereo not drawn) | . | 1% | . | -4% | -5 | . | .
Cc1ccc(S(=O)(=O)c2nnn3c2nc(N2CCOCC2)c2ccccc23)cc1 | ? | 1% | -4% | -8% | 9 | 11µM* | -3%
CC1CCN(c2ccc3nnc(CCC(=O)NCc4ccco4)n3n2)CC1 | 3% | 0% | -4% | -1% | -37 | 17% | 23%
COc1cc(NC(=O)c2ccc(OC)c([N+](=O)[O-])c2)ccc1NC(=O)c1cccs1 | -3% | 1% | 3% | 3% | -32 | ? | -37%
Cn1cnnc1Sc1nc2c(c(=O)n(C)c(=O)n2C)n1C | . | -1% | . | 7% | . | -1% | .
Cc1n[nH]c(C)c1S(=O)(=O)N1CCc2ccccc21 | -6% | -3% | 1% | -12% | 53 | 17% | -5%
O=C(CSc1nc2ccccc2o1)Nc1nc(-c2ccccc2)cs1 | -6% | -12% | 2% | -22% | -38 | 3% | -47%
O=C1C2CCCN2C(c2ccc(Br)cc2)N1c1ccc(F)cc1 (stereo not drawn) | ? | -3% | 12% | -3% | 0 | 15% | 2%
Cc1ccc2oc(=O)c3cc(C(=O)N(Cc4ccccc4)C(C)C)sc3c2c1 | 7% | -7% | . | . | -105* | . | .
COc1ccc(NC(=O)c2ccc(-n3cncn3)c([N+](=O)[O-])c2)cc1OC | -6% | -3% | . | -4% | -18 | ? | 0%
Cc1ccc(P(C)(=O)c2ccc(C)cc2)cc1 | -13% | 4% | -4% | 7% | -3 | 14% | -7%
O=C1NC2=C(C(=O)CCC2)C(c2ccccc2)N1 (stereo not drawn) | 2% | 0% | -2% | 0% | 23 | 25% | -7%
O=C(CN1CCN(C(=O)c2cc(C3CC3)nn2-c2ccccc2)CC1)Nc1ccc(F)cc1 | . | -4% | . | 5% | -11 | . | .
The results go on.
SMILES | AmpC detergent | TbPYK inhibitor | LmPK inhibitor | AMA1-RON2 inh | HCMV antiviral | HCV inhibitor | AmpC no deterg
O=C(Nc1ccc(N2CCOCC2)cc1)C1CC1 | ? | -1% | -3% | -9% | 5 | 3% | -19%
O=C(c1cc(-c2ccccc2Cl)nc2ccccc12)N1CCN(c2ccccc2O)CC1 | -20% | -13% | . | -11% | -12 | ? | 1%
O=c1cc(O)c2sc3nc(-c4ccccc4)cc(C(F)(F)F)c3c2[nH]1 | ? | -18% | 0% | -4% | 34 | 15% | 8%
CCOC(=O)c1cc(C#N)c(Oc2ccc(F)cc2)nc1-c1ccccc1 | -3% | -8% | 3% | 9% | -16 | ? | -6%
CCN(C(=O)CSc1ncnc2c1cnn2-c1ccccc1)C1CCS(=O)(=O)C1 (stereo not drawn) | -9% | -9% | . | -18% | -3 | -23% | -7%
C#CCn1ccc(O)c(Cc2ccccc2)c1=O | 6% | -2% | 1% | 33%[activator] | 40 | 16% | -11%
Cc1nc2cc(C(F)(F)F)ccc2n1C1CCN(CC(=O)NC(C)(C)C)CC1 | -20% | -16% | 3% | -2% | -82* | -9% | 206%[activator]
Cc1ccc(C)c2[nH]c(=O)c(C(c3nnnn3Cc3ccccc3)N3CCc4ccccc4C3)cc12 (stereo not drawn) | -3% | 4% | -1% | -5% | 37 | ? | -23%
CC(=O)Nc1ccc(NC(=O)C2CCN(S(C)(=O)=O)CC2)cc1 | . | 1% | . | -8% | 26 | . | .
O=C(C(=O)N1CCOCC1)c1c[nH]c2ccccc12 | 1% | -2% | -1% | -6% | -35 | 5% | -14%
O=S(=O)(c1cccc(C(F)(F)F)c1)N1CCC(Oc2ccc(-n3cnnn3)cc2)CC1 | 9% | 0% | . | . | ? | . | .
Cn1cnnc1SCC(=O)Nc1ccc(OCc2ccccc2)cc1 | -12% | 1% | 2% | -7% | 48 | 9% | -10%[11.4 µM]
CC(C)CC(=O)Nc1ccc2nn(-c3ccccc3)nc2c1 | 1% | -9% | -1% | -3% | 95 | ? | -18%
COc1cccc(C(=O)N2CCOCC2)c1 | ? | -6% | -6% | -9% | -22 | -10% | -11%
Cc1cccc(C(=O)NC(=S)NNC(=O)c2cccs2)c1 | 4% | ? | 3% | 43%[activator] | ? | 1% | ?
CCOc1ccc(-n2c(=O)c3c(C)c(C)sc3n(CC(=O)NCc3ccco3)c2=O)cc1 | 2% | -18% | 1% | 1% | ? | -19% | -12%
Cc1ccc2sc(NC(=O)CN3C(=O)CCC3=O)nc2c1C | ? | 0% | 3% | 0% | 4 | 10% | 9%
CCc1cc(C(=O)c2ccc(OC)cc2)c(NC(=O)COCC(=O)O)s1 | -3% | -7% | 4% | -1% | 28 | 16% | -4%
O=C(CN1C(=O)CSc2ncccc21)NCCN1CCOCC1 | ? | 5% | 10% | 9% | 5 | 20% | -19%
Cc1ccc(OCc2nc3ccccc3n2CC(C)C)cc1 | 22% | 2% | . | . | -2 | . | .
Cc1ccc([N+](=O)[O-])cc1NC(=O)c1cccnc1 | ? | 5% | 7% | -2% | 49 | 12% | -15%
COc1ccc(S(=O)(=O)N(C)C[C@H]2Oc3c(NC(=O)C4CCCCC4)cccc3C(=O)N([C@H](C)CO)C[C@@H]2C)cc1 | . | -4% | . | -5% | -8 | ? | 217%[activator]
CC1CCCC(C)N1C(=O)CN1CCN(c2nc(-c3ccc(F)cc3)cs2)CC1 (stereo not drawn) | -4% | 3% | 1% | -16% | -63* | ? | 171%[activator]
Cc1cccc(NC(=O)c2sc3nc(N4CCOCC4)c4c(c3c2N)CC(C)(C)OC4)c1 | 21% | ? | . | . | 27 | . | .
Cc1ccccc1NC(=O)c1ccccc1NC(=O)c1ccccc1F | -4%&13% | 1%&4% | 5% | 9% | ? | 3% | -38%

Some values from the results shown.
Cc1ccc(OCc2nc3ccccc3n2CC(C)C)cc1 @ HCMV antiviral: -2
Cc1cccc(NC(=O)c2sc3nc(N4CCOCC4)c4c(c3c2N)CC(C)(C)OC4)c1 @ AmpC detergent: 21%

Continued:
SMILES | AmpC detergent | TbPYK inhibitor | LmPK inhibitor | AMA1-RON2 inh | HCMV antiviral | HCV inhibitor | AmpC no deterg
COC(=O)c1cc(Cl)c(NC(=O)c2ccc(F)cc2)cc1OC | -10% | -4% | 0% | -4%[2.32 µM] | -14 | 16% | -5%
COc1cccc(COCC(O)CN2CCC(C(N)=O)CC2)c1 (stereo not drawn) | 2% | -4% | -2% | 23% | 4 | -23% | 5%
Cc1ccc(CN2CCN(Cc3cnn(-c4ccc(Cl)cc4)c3)CC2CCO)o1 (stereo not drawn) | -5% | -4% | 8% | -3% | -14 | ? | 39%
O=C(NCc1n[nH]c(=S)n1-c1ccc(Br)cc1)c1ccc(S(=O)(=O)N2CCCC2)cc1 | -10% | ? | 2% | 103%[activator] | -1 | 17% | -46%
Cc1nn(C)c(Cl)c1NC(=O)OCc1ccccc1 | -7% | . | 0% | -4% | -4 | -14% | -5%
CC1=C(C(=O)Nc2ccccc2Cl)C(c2ccc(N(C)C)cc2)NC(=O)N1 (stereo not drawn) | -10% | -3% | -2% | -13% | -2 | -4% | -17%
Cc1ccc(-c2nnc(SCC(=O)Nc3ccccc3N3CCOCC3)o2)cc1 | 8% | -5% | 5% | 10% | 106 | 1% | .
O=C(O)c1ccc(/C=N/n2cc(-c3ccccc3)[nH]c2=S)cc1 | -7% | ? | 14µM* | 86%[activator] | -36 | 9% | -17%
O=C(CC(Sc1ccc(Br)cc1)C(=O)O)c1ccc(F)cc1 (stereo not drawn) | -9% | -20% | 0% | 32%[activator] | -29 | -17% | -28%
COc1ccc(Cl)cc1C(=O)Nc1cccc(-c2ccc3nncn3n2)c1 | -3% | 0% | 0% | -18% | ? | -7% | 22%
COc1ccc(C2C(C(=O)Nc3cc(OC)c(OC)c(OC)c3)c3ccccc3C(=O)N2C)cc1OC (stereo not drawn) | -2% | 2% | 8% | -14% | ? | 14% | 101%[activator]
CSc1nnc(-c2ccncc2)n1CCCN1CCCC1=O | -7% | 0% | 0% | -9% | -1 | -1% | -12%
CCSc1ncc(Cl)c(C(=O)Nc2ccc(S(=O)(=O)Nc3nccc(C)n3)cc2)n1 | 21% | -1% | . | . | 20 | . | .

A second format for some results above.
| SMILES | AmpC detergent | TbPYK inhibitor | LmPK inhibitor | AMA1-RON2 inh | HCMV antiviral | HCV inhibitor | AmpC no deterg |
| --- | --- | --- | --- | --- | --- | --- | --- |
| COc1cccc(COCC(O)CN2CCC(C(N)=O)CC2)c1 (stereo not drawn) | 2% | -4% | -2% | 23% | 4 | -23% | 5% |
| Cc1ccc(CN2CCN(Cc3cnn(-c4ccc(Cl)cc4)c3)CC2CCO)o1 (stereo not drawn) | -5% | -4% | 8% | -3% | -14 | ? | 39% |
| O=C(NCc1n[nH]c(=S)n1-c1ccc(Br)cc1)c1ccc(S(=O)(=O)N2CCCC2)cc1 | -10% | ? | 2% | 103%[activator] | -1 | 17% | -46% |
